# Anesthetic bind – binds horse apoferritin like a general anesthetic; apoferritin/1-aminoanthracene competitive binding, fluorescence; Potency, µM (doses to about 77.5 µM), for the others: at the top dose activity change, negative = displacement, hits mostly inhibitors; 350,000 tested, 0.074% active; note: potency is the fitted concentration of half-maximal effect; % is set by controls: 0 for no effect and ±100 for the full control effect; nearly all actives have a fitted effect of over 20% in size
# Target sequence (P02791 2-175 limits assumed): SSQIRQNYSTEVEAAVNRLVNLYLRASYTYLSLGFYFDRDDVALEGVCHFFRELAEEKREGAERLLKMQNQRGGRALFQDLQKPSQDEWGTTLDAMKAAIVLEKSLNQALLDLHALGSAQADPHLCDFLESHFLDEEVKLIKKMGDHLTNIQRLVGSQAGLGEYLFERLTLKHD
#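 Apoferritin-based anesthetic binding model; compound displacement of fluorescent 1-AMA measured as endpoint fluorescence after 10 minutes at room temperature, scaled to free-ligand and complex controls.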
# POLK inh – DNA polymerase kappa (human) inhibition; purified Pol kappa, fluorescent DNA synthesis assay, 10 min; 400,000 tested, 0.53% active; Potency, µM (top dose mostly 107 µM), without a hit: top-dose activity, negative = inhibition, most hits filed as inhibitors; AID 588579; note: potency is the fitted concentration of half-maximal effect; % is set by controls: 0 for no effect and ±100 for the full control effect
#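 10 nM Pol kappa preincubated 15 min at room temperature with compounds, then reaction started with substrate at 50 nM final. Fluorescence read kinetically at 0 and 10 min; buffer-only wells served as negative control.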
# POLI inh – blocks human DNA polymerase iota activity; AID 588590; 390,000 tested, 1% active; Pol iota fluorescent replication assay, 10 min; Potency, µM (highest dose often 115 µM), inactives show at the top dose activity, negative = inhibition, actives largely listed as inhibitors; note: potency is the fitted concentration of half-maximal effect
#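 Pol iota at 10 nM preincubated 15 min with compounds at room temperature; reaction started with fluorescent substrate, 50 nM final. Fluorescence read kinetically at 0 and 10 min; buffer-only wells as negative control.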
# APE1 inh – inhibitors of human APE1 endonuclease; 350,000 tested, 0.35% active; Potency, µM (doses to about 65.8 µM), for inactives: at the highest dose activity change, negative = inhibition, most hits filed as inhibitors; recombinant APE1, TAMRA/BHQ-2 abasic DNA cleavage fluorescence; P27695;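 note: potency is the fitted concentration of half-maximal effect; plate controls were vehicle for no effect and reference inhibitor for full effect; nearly all actives have a fitted effect of over 55% in size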
#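 Quantitative HTS: incision of a TAMRA/BHQ-2 double-stranded substrate bearing a tetrahydrofuran abasic site by 0.75 nM APE1 raises fluorescence. Substrate 50 nM final, added after 15 min compound preincubation at room temperature; progress as third-minus-first kinetic read difference.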
# POLH inh – inhibitors of human DNA polymerase eta; Q9Y253; recombinant Pol eta, fluorescent DNA replication assay; Potency, µM (doses to about 114 µM), for inactives: at the top dose activity change, negative = inhibition, most hits filed as inhibitors; 390,000 tested, 1.2% active; AID 588591; note: potency is the fitted concentration of half-maximal effect; % is set by controls: 0 for no effect and ±100 for the full control effect
# Target sequence (Q9Y253 whole entry, looked up): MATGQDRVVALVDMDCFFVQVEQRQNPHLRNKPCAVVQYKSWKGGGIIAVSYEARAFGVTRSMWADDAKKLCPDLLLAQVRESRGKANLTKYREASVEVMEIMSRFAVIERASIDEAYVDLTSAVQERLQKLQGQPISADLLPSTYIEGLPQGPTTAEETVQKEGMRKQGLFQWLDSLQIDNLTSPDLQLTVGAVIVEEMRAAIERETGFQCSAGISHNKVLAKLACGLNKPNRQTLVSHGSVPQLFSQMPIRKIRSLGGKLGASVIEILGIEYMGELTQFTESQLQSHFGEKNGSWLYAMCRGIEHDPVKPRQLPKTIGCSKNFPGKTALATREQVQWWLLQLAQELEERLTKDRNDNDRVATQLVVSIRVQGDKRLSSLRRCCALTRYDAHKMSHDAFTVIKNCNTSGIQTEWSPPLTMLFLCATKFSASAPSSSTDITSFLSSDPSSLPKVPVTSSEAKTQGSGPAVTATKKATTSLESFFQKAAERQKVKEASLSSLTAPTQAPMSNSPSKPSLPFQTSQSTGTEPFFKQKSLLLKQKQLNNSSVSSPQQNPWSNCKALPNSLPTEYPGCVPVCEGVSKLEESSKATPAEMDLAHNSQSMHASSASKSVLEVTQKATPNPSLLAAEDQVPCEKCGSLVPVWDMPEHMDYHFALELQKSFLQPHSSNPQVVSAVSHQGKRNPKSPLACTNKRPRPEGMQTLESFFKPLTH
#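 Pol eta (10 nM) was preincubated with compounds for 15 min at room temperature, after which fluorescent replication substrate (50 nM final) was added to start the reaction. Fluorescence was read kinetically at 0 and 10 min.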
# PGK inhibitor – T. brucei PGK inhibition; P07378; PGK/GAPDH coupled, Kinase-Glo luminescence, 60 min; Potency, µM (top dose mostly 57.5 µM), without a hit: at the top dose activity change, negative = inhibition, most hits filed as inhibitors; 380,000 tested, 0.043% active; AID 602233; note: potency is the fitted concentration of half-maximal effect; % is set by controls: 0 for no effect and ±100 for the full control effect; nearly all actives have a fitted effect of over 60% in size
#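 Recombinant glycosomal PGK reaction used 1,3-bisphosphoglycerate generated in-well by GAPDH (100nM final) in 100mM TEA pH 7.6, 5mM MgCl2, 0.01% Tween-20. After 60 minutes at room temperature, ATP was read by Kinase-Glo Plus luminescence end-point.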
# RXFP1 antag – RXFP1 (human) relaxin receptor antagonism. Q9HBX9. HEK293-RXFP1, relaxin-stimulated cAMP HTRF, 30 min; hits give low values. activity change, negative = inhibition, % at 57.5 µM. 350,000 tested, 0.59% active;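 active = activity change of -60% or lower, but not beyond a set lower limit; inconclusive = change between -60% and -40%, or beyond the set limit; inactive = change above -40%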; note: % is set by controls: 0 for no effect and ±100 for the full control effect
# POLB inh – blocks human DNA polymerase beta activity; AID 485314; Pol beta primer extension/strand displacement, fluorescence kinetic; P06746; 340,000 tested, 1.3% active; Potency, µM (top dose mostly 114 µM), without a hit: at the highest dose activity change, negative = inhibition, actives largely listed as inhibitors; note: potency is the fitted concentration of half-maximal effect; % is set by controls: 0 for no effect and ±100 for the full control effect
#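 Enzyme-only controls used 10 nM Pol beta; buffer lacking enzyme served as negative control. Compound preincubated 15 min, then 50 nM substrate added; 0 and 10 min reads at room temperature.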
# BLM helicase inh – blocks DNA unwinding by human BLM helicase. Potency, µM (titrated, usually from 56.1 µM), inactives show top-dose activity change, negative = inhibition, actives largely listed as inhibitors. AID 2528. 350,000 tested, 0.2% active. recombinant BLM DNA unwinding, fluorescence dequenching;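 note: potency is the fitted concentration of half-maximal effect; plate controls were vehicle for no effect and no enzyme for full effect; nearly all actives have a fitted effect of over 35% in size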
# * marks the source's active call; other numbers are inactive results; i = inactive; ? = inconclusive; · = not tested or not shown; & = joins results of further samples; [ ] = remark or other dose. Unless noted, calls come from the whole dose curve; as a rule, active = well fitted curve in the direction sought with a large enough effect; inconclusive = small, poorly fitted or top-dose-only effect, or another doubt; inactive = no such curve, though single readings can be large; an effect the other way counts as inactive or inconclusive.
# The opening 3 entries (preview)
no.	Molecule	Anesthetic bind	POLK inh	POLI inh	APE1 inh	POLH inh	PGK inhibitor	RXFP1 antag	POLB inh	BLM helicase inh
1	CCSC1(SCC)N=C(N)C2(C#N)C(c3ccc(OC)c(OC)c3OC)C12C#N (stereo not given)	-19%	5%	10%	2%	-4%	-3%	-29	5%	-17%
2	COC(=O)c1[nH]c2ccc(F)cc2c1NS(=O)(=O)c1ccc(F)c(C)c1	-3%	-11%	27%	-1%	-7%	-2%	-1	12%	-8%
3	COc1ccccc1CNC(=O)CCC(=O)N1Cc2cccc(OC)c2Oc2ncccc21	-10%	6%	-23%	11%	1%	-4%	2	26%	0%

# The list itself, from the first entry:
no.	Molecule	Anesthetic bind	POLK inh	POLI inh	APE1 inh	POLH inh	PGK inhibitor	RXFP1 antag	POLB inh	BLM helicase inh
1	CCSC1(SCC)N=C(N)C2(C#N)C(c3ccc(OC)c(OC)c3OC)C12C#N (stereo not given)	-19%	5%	10%	2%	-4%	-3%	-29	5%	-17%
2	COC(=O)c1[nH]c2ccc(F)cc2c1NS(=O)(=O)c1ccc(F)c(C)c1	-3%	-11%	27%	-1%	-7%	-2%	-1	12%	-8%
3	COc1ccccc1CNC(=O)CCC(=O)N1Cc2cccc(OC)c2Oc2ncccc21	-10%	6%	-23%	11%	1%	-4%	2	26%	0%
4	COc1ccc(CCNC(=O)C(C)OC(=O)c2nsc(Cl)c2Cl)cc1OC (stereo not given)	-6%	3%	125%[activator]	24%	-25%	-8%	11	123%	0%
5	Cc1cccc(N2CCN(C(=O)COc3cc(=O)n(C)c4ccccc34)CC2)c1C	?	-6%	7%	-1%	-16%	-4%	-4	1%	-4%
6	CCN(CC)CCN(Cc1cc2ccc(C)cc2[nH]c1=O)C(=S)Nc1ccccc1C(=O)OC	-19%	-7%	-3%	10%	0%	0%	-17	-7%	-6%
7	O=C1CC2(CCCCC2)Oc2ccccc21	·	1%	2%	·	-7%	-6%	·	·	·
8	CCCS(=O)(=O)c1nc(S(=O)(=O)c2ccc(C)cc2)c(N(CC)CC)s1	-14%	-6%	12%	·	·	·	11	4%	-5%
9	CCOc1ccccc1C(=O)OCC(=O)Nc1nnc(-c2ccccc2)o1	·	2%	?	22%	9%	-5%	-10	·	·
10	CS(=O)(=O)c1ccccc1-c1csc(N2CCC(C(N)=O)CC2)n1	·	-6%	?	21%&2%	-9%	-1%	·	·	·
11	N/C(=N\OC(=O)Cc1ccc(-c2ccccc2)cc1)c1ccncc1	?	-5%	33%[activator]	3%	-15%	-6%	-2	21%	-4%
12	CN(C)C=NCCn1c(N2CCOCC2)nc2c1c(=O)n(C)c(=O)n2C	-2%	-10%	-8%	-2%	-20%	-10%	-9	-10%	1%
13	CCn1c(CSCc2ccc(C)cc2)nnc1SCC(=O)N1CCN(c2ccccc2)CC1	?	-10%	-1%	-3%	2%	-6%	-15	?	-17%
14	COc1ccc(NC(=O)C2CCN(S(=O)(=O)c3ccc4c(c3)CCCC(=O)N4)CC2)cc1Cl	5%	9%	14%	·	-17%	0%	·	5%	2%
15	CCCn1c(-c2cccnc2Cl)nc2cc(Cl)c(Cl)cc21	-9%	-4%	28%	-3%	-19%	0%	-9	-21%	-6%
16	NC(=O)C1CCN(C(=O)c2ccc(-c3ccccc3)cc2)CC1	-11%	4%	-8%	-2%	-9%	-4%	-4	0%	-1%
17	CC(CN1CCCCC1)OC(=O)CCc1ccccc1 (stereo not given)	-4%	1%	6%	12%	-10%	-2%	-15	1%	-9%
18	Cc1cc(C)c(C(=O)OCC(=O)NC(=O)c2ccccc2)c(C)c1	·	-9%	30%[activator]	17%	-19%	-3%	-14	·	·
19	Cc1cc(C)cc(-n2c(SCC(=O)Nc3ccc4c(c3)OCCO4)nc3c([nH]c4ccccc43)c2=O)c1	2%	-5%[60.1 µM]	13%	·	-10%	-7%	·	3%	-3%
20	O=C(CSc1nc2c(c(=O)n1-c1ccc(Cl)cc1)SCC2)N1CCOCC1	-3%	-12%	?	2%	-10%	-1%	-5	2%	0%
21	CCC(C)(C)NC(=O)c1cc(OC)c(OC)cc1[N+](=O)[O-]	-10%	3%	4%	1%	4%	-1%	-2	8%	-2%
22	O=C(Nc1ccc2c(c1)OCO2)c1c[nH]c(=O)n(-c2ccc(F)cc2)c1=O	-5%	-10%	37%[activator]	6%	?	-8%	-9	2%	-10%
23	COc1ccc(C2NC(C(=O)O)CS2)cc1COCC(F)(F)F (stereo not given)	-23%	-15%	6%	1%	-8%	-3%	-9	3%	1%
24	CC1(C)CC(=O)C=C(Nc2ccc(F)cc2)C1	-8%	-2%	18%	19%	-2%	-6%	-14	3%	0%
25	CC(=O)NC1(c2ccccc2)CCN(CC(=O)N2CCC(C)CC2)CC1	-3%	-15%	4%	4%	-5%	6%	-4	28%	-2%
26	COc1ccc(SC[C@H](CC(C)C)N2CCN(CCc3ccccc3)CCC2=O)cc1	-12%	-11%	-19%	1%	-16%	2%	·	-6%	-5%
27	CN(Cc1ccccc1)C(=O)COc1ccccc1Cl	1%	3%	1%	18%	-14%	·	8	25%	-5%
28	COc1ccc(OC)c(NC(=O)c2ccc(-c3nc(CSc4ccccc4)c(C)o3)cc2)c1	5%	-2%	41%[activator]	·	-20%	-7%	·	8%	-7%
29	O=C(CN1C(=O)/C(=C\c2ccccc2F)SC1=S)Nc1nc2ccccc2s1	0%	-1%	?	0%	-14%	i	-39	17%	-9%
30	CCC(CO)Oc1cc(NC(=O)c2ccccc2N)c2ncn(C(C)C)c2c1 (stereo not given)	·	-16%	?	1%	-13%	4%	·	·	·
31	CCc1nc(NCc2cccnc2)c2oc3ccccc3c2n1	-14%	-4%	20%	-8%	-3%	12%	5	8%	3%
32	Cc1ccc(NC(=O)CCNC(=O)c2ccc(Cl)cc2)cc1F	3%	-1%	22%	?	-20%	0%	-7	?	-7%
33	CC12CCC(C(=O)Nc3ccccc3)(C(Br)C1=O)C2(C)C (stereo not given)	-8%	-3%	-22%	-2%	-11%	-6%	-2	3%	-5%
34	Cc1ccc(C(=O)Nc2cccc(C(F)(F)F)c2)cc1NC(=O)c1nccnc1N	-9%	-8%	-22%	-2%	?	-9%&-2%	5	1%	-8%
35	COc1ccc(OC)c(/C=N/NC(=O)c2c(C)nc3ccc(C)cn23)c1	90%[activator]	3%	-29%	-8%	-18%	-3%	0	19%	-19%
36	CCc1ncc(CN2CCCC(C(=O)Nc3ccc(-c4cscn4)cc3)C2)cn1 (stereo not given)	-1%	1%	26%	10%	-4%	i	?	2%	-5%
37	COC(=O)/C(=C1/Oc2ccc(C(C)(C)C)cc2S1)C(F)(F)F	-5%	-9%	0%	-2%	-13%	-1%	0	48%	2%
38	O=C(c1ccc(Cl)c(S(=O)(=O)N2CCCC2)c1)N1CCCCC1	-7%	-4%	14%	7%	2%	i	-7	18%	-1%
39	CN(CC(=O)Nc1c(F)cccc1F)Cc1cccs1	4%	-8%	46%[activator]	33%	-16%	3%	0	19%	-2%
40	CC(=O)c1ccc(NC(=O)c2ccc(C)c(Br)c2)cc1	0%	-18%	50%[activator]	6%	-9%	-6%	0	0%	4%

# One compound at a time, from the list above. Order of values: Anesthetic bind, POLK inh, POLI inh, APE1 inh, POLH inh, PGK inhibitor, RXFP1 antag, POLB inh, BLM helicase inh
# Results for COc1ccc(OC)c(/C=N/NC(=O)c2c(C)nc3ccc(C)cn23)c1 : 90%[activator], 3%, -29%, -8%, -18%, -3%, 0, 19%, -19%
# Results for CC12CCC(C(=O)Nc3ccccc3)(C(Br)C1=O)C2(C)C (stereo not given) : -8%, -3%, -22%, -2%, -11%, -6%, -2, 3%, -5%
# Results for COC(=O)/C(=C1/Oc2ccc(C(C)(C)C)cc2S1)C(F)(F)F : -5%, -9%, 0%, -2%, -13%, -1%, 0, 48%, 2%
# Results for O=C(c1ccc(Cl)c(S(=O)(=O)N2CCCC2)c1)N1CCCCC1 : -7%, -4%, 14%, 7%, 2%, i, -7, 18%, -1%
# Results for CCc1ncc(CN2CCCC(C(=O)Nc3ccc(-c4cscn4)cc3)C2)cn1 (stereo not given) : -1%, 1%, 26%, 10%, -4%, i, ?, 2%, -5%

# More results follow:
no.	Molecule	Anesthetic bind	POLK inh	POLI inh	APE1 inh	POLH inh	PGK inhibitor	RXFP1 antag	POLB inh	BLM helicase inh
41	CN1CCN(C(=O)C2CC(=O)N(c3ccc(F)c(Cl)c3)C2)CC1 (stereo not given)	-7%	2%	33%[activator]	-2%	-21%	-3%	·	3%	-2%
42	CC(=O)c1c(C)[nH]c(C(=O)COC(=O)c2ccc3c(=O)n4c(nc3c2)CCC4)c1C	-3%	4%	-11%	2%	-11%	-4%	9	-9%[57.1 µM]	-2%
43	CCc1ccc(C(=O)NNC(=O)[C@H](C)NC(=O)c2ccco2)cc1	·	10%	4%	-7%	-17%	i	-4	·	·
44	O=S1(=O)CSCS(=O)(=O)C1	·	-8%	?	·	-15%	-2%	-8	·	·
45	Cc1ccc(NS(=O)(=O)c2cccc3nsnc23)cc1	?	1%	31%	10%	-11%	-6%	6	3%	-3%
46	COc1ccc(CCNS(=O)(=O)c2c(N)n(C)c(=O)n(C)c2=O)cc1OC	0%	-10%	-23%	4%	1%	5%	4	16%	0%
47	CC1(C)C(=O)Nc2ccccc2N1C(=O)COC(=O)c1cccnc1Cl	·	-25%	?	10%	50µM*	-6%	-2	·	·
48	Cc1cc(C)cc(C(=O)n2nc(C)c(S(=O)(=O)N3CCOCC3)c2C)c1	-1%	0%[60.1 µM]	-8%	·	-4%	-9%	·	9%	-3%
49	COc1ccc(S(=O)(=O)N2CCN(CC(=O)c3ccc(O)c(O)c3)CC2)cc1	-17%	32µM*	?	37%	?	-19%	1	?	-2%
50	Cc1cc(NC(=O)CSc2nnc(C)n2-c2ccccc2C)no1	-14%	5%	121%[activator]	-12%	8%	-1%	2	23%	-5%

# Screens deposited in PubChem BioAssay by National Center for Advancing Translational Sciences (NCATS).

# Not all compounds are listed (hit frequency here may not be typical).
